Cdc42 wt GTP – modulators of GTP binding to wildtype Cdc42, primary screen, biochemical, multiplex bead flow cytometry, Bodipy-GTP | AID 761, 2007 | percent activity (GTP binding), % at 10 µM | 190,000 tested, 0.2% active | GST-Cdc42 beads; actives lie on both sides;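 active = percent activity GTP binding at least 20 points away from the 100% baseline, either down as inhibitor or up as activator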;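 also: median bead fluorescence of bound Bodipy-FL-GTP at 100 nM; 0% = excess unlabeled GTP control and 100% = no compound control; below 100% means less GTP binding so inhibitor and above means activator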
Target sequence (P60953 whole entry, looked up): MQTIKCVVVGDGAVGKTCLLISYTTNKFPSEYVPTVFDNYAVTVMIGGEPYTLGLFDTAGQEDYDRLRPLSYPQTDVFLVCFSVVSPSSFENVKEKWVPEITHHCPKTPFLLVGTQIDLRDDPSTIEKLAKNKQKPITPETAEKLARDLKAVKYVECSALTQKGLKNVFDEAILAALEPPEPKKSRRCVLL
Rab2 wt GTP – modulators of GTP binding to Rab2A wildtype, primary screen, biochemical, dog, bead-based flow cytometry, multiplex. GST-Rab2 wt beads, Bodipy-GTP binding. AID 760, 2007. Ras-related protein Rab-2A (Canis lupus familiaris), P61105. GTP binding activity, % at 10 µM. 190,000 tested, 0.19% active;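 active = GTP binding activity at least 20 points away from 100%, either lowered or raised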;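 also: 0% = beads with excess unlabeled GTP and 100% = no-compound control corrected for plate trend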
Avidin fluor – green autofluorescence of compounds with avidin beads – biophysical, 488/530 nm, flow cytometry, artefact control, profiling panel | compound fluorescence 488/530 nm; stronger effect = higher value | fluorescence (KMESF) at 10 µM | 220,000 tested, 0.38% active; in the data active = fluorescence above about 47; also: inactives centre near 10
Rab7 wt modul – modulators of GTP binding to Rab7, primary screen, biochemical, wildtype, multiplex bead flow cytometry | GST-Rab7 beads, fluorescent GTP binding; actives lie on both sides; untreated = 100%, excess cold GTP = 0% | 190,000 tested, 0.055% active | Rab7 GTPase wild type (dog), Bodipy-FL-GTP binding | AID 758, 2007 | GTP binding activity (percent of control), % at 10 µM;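 active = fluorescent GTP binding to Rab7 beads changed by at least 20 points from the 100% baseline, either direction, mostly lower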;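 also: median green fluorescence of bound Bodipy-FL-GTP per Rab7 bead population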
Mcl1 Noxa PPI – Mcl-1/Noxa binding inhibitors, primary screen, biochemical, TR-FRET, 1536-well. Induced myeloid leukemia cell differentiation protein Mcl-1 (Homo sapiens), Q07820. TR-FRET Mcl-1/Noxa peptide binding, 2 h. inhibition, % at 21.7 µM. 220,000 tested, 1.5% active. AID 1022, 2008;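 active = compounds that cut the protein-peptide binding signal by more than 50% relative to plate controls in a single-dose test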;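 also: His-tagged Mcl-1 with rhodamine Noxa BH3 peptide and terbium anti-His antibody; 0% = Mcl-1 plus Noxa peptide wells and 100% = peptide-only wells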
Target sequence (Q07820 whole entry, looked up): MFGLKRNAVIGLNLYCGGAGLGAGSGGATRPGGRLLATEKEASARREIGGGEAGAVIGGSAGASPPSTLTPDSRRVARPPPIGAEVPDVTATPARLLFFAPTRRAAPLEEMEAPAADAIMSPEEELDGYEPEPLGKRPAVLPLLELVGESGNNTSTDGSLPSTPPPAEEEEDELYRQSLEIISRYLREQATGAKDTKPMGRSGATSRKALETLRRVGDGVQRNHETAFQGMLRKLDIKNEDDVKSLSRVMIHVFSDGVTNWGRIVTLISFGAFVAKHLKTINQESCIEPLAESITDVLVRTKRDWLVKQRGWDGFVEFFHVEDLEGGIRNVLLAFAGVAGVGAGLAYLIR
ABCB1 inh – ABCB1 efflux pump inhibitors, primary screen, cell-based, multiplex, flow cytometry, ABCG2 counter-screen. CCRF-Adr cells, JC-1 efflux. inhibition, % at 6.6 µM. ATP-dependent translocase ABCB1 (Homo sapiens), P08183. 190,000 tested, 0.067% active; in the data active = inhibition above about 40%;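 also: 0% = vehicle and 100% = reference inhibitor; higher value means more JC-1 retained so stronger ABCB1 efflux block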
ABCG2 block – ABCG2 efflux pump inhibitors, primary screen, multiplex with ABCB1, IgMXP3 cells, flow cytometry | Broad substrate specificity ATP-binding cassette transporter ABCG2 (Homo sapiens), Q9UNQ0 | JC-1 efflux | inhibition, % at 6.6 µM | 190,000 tested, 0.1% active | AID 1325, 2008;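 active = inhibition above 80%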;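 also: 0% = DMSO and 100% = nicardipine control wells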
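Test system: IgMXP3 (ABCG2) plus far-red-tagged CCRF-Adr (ABCB1) cells / Amount: 3 million cells/mL in well / Reagent: JC-1 transporter substrate / Timing: 10 min compound exposure, 25 °C / Signal: flow cytometry, 530 nm JC-1 signal / Read-out: percent efflux inhibition, scaled nicardipine 100% to DMSO 0% / Benchmarks: nicardipine as high control, DMSO as low control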
Rac1 wt GTP bind – wildtype Rac1 GTP binding modulators, primary screen, biochemical, GST-Rac1 beads, flow cytometry, multiplex; Ras-related C3 botulinum toxin substrate 1 (Homo sapiens), P63000; fluorescent GTP binding; actives lie on both sides; 0 = cold GTP competed, 100 = untreated; GTP binding activity (% of control), % at 10 µM; 190,000 tested, 0.27% active; AID 757, 2007;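 active = GTP binding activity at least 20 points away from the 100% control level, either lower or higher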
HRas wt GTP – modulators of GTP binding to HRas wildtype, primary screen, biochemical, bead-based flow cytometry, multiplex. GTPase HRas (Homo sapiens), P01112. GST-Ras wt beads, Bodipy-FL-GTP binding; actives lie on both sides. GTP binding activity, % at 10 µM. 190,000 tested, 0.14% active. AID 759, 2007;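 active = GTP binding activity at least 20% away from the 100% baseline, either lowered as inhibitor or raised as activator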;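 also: 0% = unlabeled GTP competition control and 100% = no-compound control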
Target sequence (P01112 whole entry, looked up): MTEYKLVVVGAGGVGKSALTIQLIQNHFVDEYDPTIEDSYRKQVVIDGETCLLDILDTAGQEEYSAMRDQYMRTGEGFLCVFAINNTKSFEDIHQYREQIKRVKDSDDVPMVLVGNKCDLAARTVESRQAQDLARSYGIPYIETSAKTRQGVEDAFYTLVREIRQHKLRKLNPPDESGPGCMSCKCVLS
Pf gamet viab – late stage P. falciparum gametocyte viability inhibitors, primary screen, ATP luminescence, HTS. 150,000 tested, 0.065% active. inhibition, % at 10.9 µM. P. falciparum stage V gametocytes, 24 h;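 active = inhibition above the mean plus 3 SD of compounds within the control limits, set per campaign, cut at about 38% in these data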;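 also: 0% = DMSO wells and 100% = medium only without gametocytes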
Rac1 mut GTP – GTP binding modulators of activated mutant Rac1, primary screen, biochemical, bead-based flow cytometry, multiplex, fluorescent GTP | percent activity (GTP binding), % at 10 µM | 190,000 tested, 0.11% active | GST-Rac1 activated beads; actives lie on both sides; 100% means binding = to untreated wells | Ras-related C3 botulinum toxin substrate 1 (Homo sapiens), P63000;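 active = GTP binding at least 20 percentage points away from the 100% baseline, in either direction, so actives lie on both sides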
* hit, by the source's call; nt = no result given.

compound	ABCG2 block	Pf gamet viab	Mcl1 Noxa PPI	Rac1 mut GTP	Cdc42 wt GTP	ABCB1 inh	Rac1 wt GTP bind	Rab7 wt modul	Avidin fluor	Rab2 wt GTP	HRas wt GTP
Cc1nc([N+](=O)[O-])c(Br)n1CC(=O)c1ccccc1	5	-40	7	98	101	0.5	101	100	13	100	100
Cc1ccc(-n2nc(C)cc2N)c(C)c1	1	4	20	94	94	0.6	101	97	12	98	100
O=C1N/C(=C\c2ccsc2)C(=O)N1Cc1ccc(F)cc1	-1	1	-4	100	101	-9.7	103	95	12	99	98
O=C(COC(=O)CNC(=O)c1ccc(Br)o1)Nc1ccc2c(c1)OCCO2	7	nt	18	99	103	0.5	103	100	17	102	103
CC1(C)CC(=O)C2=C(C1)Nc1ccccc1NC2c1nc2ccccc2[nH]1 (centres undefined)	1	nt	-2	96	99	0.6	100	101	7	98	98
COc1cccc(CNC(=O)Cc2ccc(-n3c(=O)[nH]c4ccccc4c3=O)cc2)c1	3	19	-5	101	103	0.8	108	99	3	101	102
CCOc1ccc(CNC(=O)C(CC)n2nc(C)n3c(cc4occc43)c2=O)cc1OC (centres undefined)	-2	nt	20	99	100	-7.0	101	101	6	99	101
COc1ccc(OC)c(NC(=O)CSc2nnc(C)n2Cc2ccccc2)c1	14	nt	10	99	101	1.2	104	98	26	99	99
Cc1ccc(-c2cc(=O)c3ccc(F)cc3[nH]2)cc1	2	16	-2	96	98	0.8	99	103	5	99	98
CCC(=O)N(CC)c1nc(-c2cc(OC)ccc2OC)cs1	2	-10	8	98	98	0.1	103	96	24	97	97

Full records from above. Order of screens: ABCG2 block | Pf gamet viab | Mcl1 Noxa PPI | Rac1 mut GTP | Cdc42 wt GTP | ABCB1 inh | Rac1 wt GTP bind | Rab7 wt modul | Avidin fluor | Rab2 wt GTP | HRas wt GTP
Entry for `CCOc1ccc(CNC(=O)C(CC)n2nc(C)n3c(cc4occc43)c2=O)cc1OC` (centres undefined) : -2 | nt | 20 | 99 | 100 | -7.0 | 101 | 101 | 6 | 99 | 101
Entry for `COc1ccc(OC)c(NC(=O)CSc2nnc(C)n2Cc2ccccc2)c1` : 14 | nt | 10 | 99 | 101 | 1.2 | 104 | 98 | 26 | 99 | 99
Entry for `CC1(C)CC(=O)C2=C(C1)Nc1ccccc1NC2c1nc2ccccc2[nH]1` (centres undefined) : 1 | nt | -2 | 96 | 99 | 0.6 | 100 | 101 | 7 | 98 | 98
Entry for `COc1cccc(CNC(=O)Cc2ccc(-n3c(=O)[nH]c4ccccc4c3=O)cc2)c1` : 3 | 19 | -5 | 101 | 103 | 0.8 | 108 | 99 | 3 | 101 | 102

Carrying on:
compound	ABCG2 block	Pf gamet viab	Mcl1 Noxa PPI	Rac1 mut GTP	Cdc42 wt GTP	ABCB1 inh	Rac1 wt GTP bind	Rab7 wt modul	Avidin fluor	Rab2 wt GTP	HRas wt GTP
Cc1sc(N/N=C/c2cccs2)nc1-c1ccccc1	-8	-23	22	100	102	-1.6	106	102	6	99	102
O=C(N=Nc1c(O)n(C2OC(=O)c3ccccc32)c2ccccc12)c1ccc(O)cc1 (centres undefined)	1	nt	2	92	95	-0.1	94	100	35	97	99
Cc1cc(C(=O)NC(C)C)on1	0	-11	4	97	102	0.0	104	101	23	99	99
Cc1cnc(C)c(N2CCC(C(=O)NCc3ccco3)CC2)n1	6	-7	nt	90	96	0.2	90	92	11	94	94
O=C(Cn1cc(C(F)(F)F)cc(Cl)c1=O)Nc1cc(Cl)cc(Cl)c1	0	-3	-20	95	96	-0.1	101	103	11	97	98
COc1ccc(Oc2c(Cl)cnn(-c3ccc(C)cc3)c2=O)cc1	1	-43	-3	94	93	0.5	94	93	16	93	94
COc1ccccc1NC(=S)NC(NC(=O)C(C)C)C(Cl)(Cl)Cl (centres undefined)	3	-1	6	94	95	0.6	93	98	6	96	95
O=c1c(Cl)c(Cl)cnn1-c1ccccc1	0	1	-13	101	101	0.0	101	101	15	100	100
O=C1C2C3c4ccccc4C(c4ccccc43)C2C(=O)N1Cc1ccccn1 (centres undefined)	4	-9	-5	97	102	1.6	101	105	13	102	101
CC(C)(C)NC(=S)NCc1ccncc1	0	8	-8	96	97	0.0	99	106	7	98	99
CC(=O)Nc1cccc(C(=O)OCc2ccccc2)c1	4	nt	9	98	98	0.6	101	97	1	96	98
CCOC(=O)CCCNC(=O)COC(=O)c1cccc(C)c1O	0	-10	10	101	104	-0.1	105	110	7	104	105
Cc1nc2c(n1O)CCC/C2=N\O	2	nt	15	97	100	0.7	100	95	8	99	99
COCCn1c(=O)[nH]c2cc(C(=O)N3CCN(c4ccccc4OC)CC3)ccc2c1=O	2	nt	-11	98	97	0.4	101	104	21	99	97
Cc1ccc(CNC(=O)Nc2ccc(C)cc2)cc1	2	5	2	91	93	0.2	89	98	4	96	93
Cc1ccc(-c2nn3c(C)nnc3c3ccccc23)cc1S(=O)(=O)NC(C)c1ccccc1 (centres undefined)	0	nt	-11	100	102	1.0	99	100	11	102	102
C=CCn1c(SCC(=O)N2CCOCC2)nc2scc(-c3ccco3)c2c1=O	50	nt	-1	100	102	8.1	104	102	35	101	99
Cc1ccc(CNC(=O)CCSCCC(=O)NCc2ccc(C)cc2)cc1	-6	-23	22	98	98	-4.1	103	97	10	100	98
Cc1ccc(S(=O)(=O)N2CN(Cc3ccco3)c3nc4ccccc4nc32)cc1C	-4	nt	47	96	97	3.8	102	99	16	100	99
COC(=O)c1cccc(NC(=S)NCc2ccc(F)cc2)c1	7	8	14	97	96	0.6	101	97	8	94	93
CN(C)c1ccc(NC(=O)CC2NCCNC2=O)cc1 (centres undefined)	2	16	6	97	99	0.5	96	95	15	97	97
CC1CCC(C(C)C)C(OCC(O)CN2CCN(Cc3ccccc3)CC2)C1 (centres undefined)	3	-19	35	100	102	1.2	101	99	9	101	102
CCN(CC)S(=O)(=O)c1cccc(C(=O)N/N=C(\C)c2cccs2)c1	2	-4	7	96	98	0.4	104	98	10	97	98
CCn1ccnc1CN(C)Cc1nc(Cc2cccc(C(F)(F)F)c2)no1	0	7	0	90	93	0.3	91	102	13	96	93
CC1CN(c2ccc([N+](=O)[O-])cc2C(=O)N2CCOCC2)CC(C)N1 (centres undefined)	8	-4	4	101	98	0.1	96	97	15	98	98
Cc1n[nH]c(=O)n1-c1ccc(OC(F)(F)F)cc1	0	11	-2	93	94	-0.1	100	95	7	97	96
CCc1nnc(NC(=O)CSc2nnc(COc3ccc(C#N)cc3)n2-c2ccccc2)s1	4	nt	18	92	97	0.6	93	89	17	92	95
COc1ccc(S(=O)(=O)Nc2ccc(N3CCOCC3)nc2)cc1	-2	nt	-2	94	94	-0.2	96	94	10	94	96
Cc1ccc(-c2csc(NC(=O)CCNC(=O)c3ccco3)n2)cc1	8	14	27	97	95	1.1	98	96	10	93	94
COc1ccc(-c2csc(NNC3=NCCCCC3)n2)cc1	1	-11	15	99	97	0.1	101	97	9	99	96
CC(C)Oc1ccc(C2CC(=O)N(c3cccc(C(=O)O)c3)C2=O)cc1 (centres undefined)	1	34	8	99	101	0.2	100	101	3	101	100
c1ccc2c(c1)CCCN2Cc1nnnn1CC1CCCO1 (centres undefined)	0	-15	3	98	98	0.2	101	99	10	101	100
CCC(c1nnnn1Cc1ccc(F)cc1)N(CCCO)Cc1cc2cc3c(cc2[nH]c1=O)OCO3 (centres undefined)	11	-15	1	97	101	0.7	102	102	10	101	102

3 compounds already listed, ordered by the number in ABCG2 block, rising.
Compound,ABCG2 block,Mcl1 Noxa PPI,Cdc42 wt GTP,Rab7 wt modul,Avidin fluor,Rab2 wt GTP,HRas wt GTP
CCn1ccnc1CN(C)Cc1nc(Cc2cccc(C(F)(F)F)c2)no1,0,0,93,102,13,96,93
COc1ccc(-c2csc(NNC3=NCCCCC3)n2)cc1,1,15,97,97,9,99,96
CC1CN(c2ccc([N+](=O)[O-])cc2C(=O)N2CCOCC2)CC(C)N1 (centres undefined),8,4,98,97,15,98,98
